Screening results from PubChem BioAssay.
KDM5B inh = blocks human KDM5B histone demethylase activity. Q9UGL1. KDM5B demethylase, FDH-coupled NADH fluorescence (FDH is formaldehyde dehydrogenase). Potency, µM (doses to about 57.7 µM), inactives show at the highest dose activity change, negative = inhibition, most hits filed as inhibitors. actives 2.6% (n = 220,000). AID 1347165; active = well fitted inhibition curve with a large enough effect; inconclusive = small, poorly fitted or top-dose-only effect; inactive = no such curve, though single readings can be large or run the other way; also: 0% is about no effect; nearly all actives have a fitted effect of over 70% in size
Target sequence (Q9UGL1 whole entry, looked up): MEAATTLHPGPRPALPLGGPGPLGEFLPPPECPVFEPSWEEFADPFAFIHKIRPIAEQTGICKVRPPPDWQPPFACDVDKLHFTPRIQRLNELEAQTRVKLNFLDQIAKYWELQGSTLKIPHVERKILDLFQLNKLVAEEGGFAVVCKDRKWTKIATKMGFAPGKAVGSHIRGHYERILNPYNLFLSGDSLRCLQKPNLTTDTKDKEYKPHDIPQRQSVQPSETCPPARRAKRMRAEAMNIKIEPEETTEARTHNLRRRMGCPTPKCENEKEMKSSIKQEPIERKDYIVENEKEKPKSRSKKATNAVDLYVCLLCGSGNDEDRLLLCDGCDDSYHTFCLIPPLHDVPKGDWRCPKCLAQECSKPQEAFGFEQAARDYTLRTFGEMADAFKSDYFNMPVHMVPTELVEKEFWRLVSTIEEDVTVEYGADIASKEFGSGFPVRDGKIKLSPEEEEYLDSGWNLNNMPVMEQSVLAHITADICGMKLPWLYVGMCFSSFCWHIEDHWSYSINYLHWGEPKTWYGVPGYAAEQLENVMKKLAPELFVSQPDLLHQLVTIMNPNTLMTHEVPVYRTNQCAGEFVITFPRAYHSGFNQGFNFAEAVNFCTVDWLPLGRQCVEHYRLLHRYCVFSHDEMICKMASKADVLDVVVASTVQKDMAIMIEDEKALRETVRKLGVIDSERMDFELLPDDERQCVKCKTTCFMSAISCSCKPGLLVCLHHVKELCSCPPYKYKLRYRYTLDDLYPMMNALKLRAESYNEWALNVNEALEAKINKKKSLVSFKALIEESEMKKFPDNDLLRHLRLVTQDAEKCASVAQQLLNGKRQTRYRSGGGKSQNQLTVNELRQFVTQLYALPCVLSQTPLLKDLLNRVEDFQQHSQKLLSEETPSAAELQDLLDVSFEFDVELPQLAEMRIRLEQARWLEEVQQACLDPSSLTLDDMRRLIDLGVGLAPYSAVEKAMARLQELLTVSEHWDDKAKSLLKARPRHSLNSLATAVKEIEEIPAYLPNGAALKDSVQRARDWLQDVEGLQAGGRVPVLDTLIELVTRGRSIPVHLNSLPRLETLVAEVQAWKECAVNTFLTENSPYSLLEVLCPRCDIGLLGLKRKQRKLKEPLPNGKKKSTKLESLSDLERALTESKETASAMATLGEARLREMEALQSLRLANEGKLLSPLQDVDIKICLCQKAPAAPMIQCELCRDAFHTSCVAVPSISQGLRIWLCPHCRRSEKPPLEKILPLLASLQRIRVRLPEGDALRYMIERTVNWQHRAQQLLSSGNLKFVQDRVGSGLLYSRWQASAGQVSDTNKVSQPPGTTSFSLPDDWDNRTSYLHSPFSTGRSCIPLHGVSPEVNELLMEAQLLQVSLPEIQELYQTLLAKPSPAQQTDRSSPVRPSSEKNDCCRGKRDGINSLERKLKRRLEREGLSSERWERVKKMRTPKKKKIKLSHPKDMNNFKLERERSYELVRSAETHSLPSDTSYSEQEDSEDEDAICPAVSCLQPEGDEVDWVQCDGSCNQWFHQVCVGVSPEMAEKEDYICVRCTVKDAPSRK
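KDM5BΔAP (200 nM final) in 50 mM HEPES pH 7.5, 0.01% Tween-20 was preincubated 10 min at RT with compound over a concentration range. Substrate mix (H3K4me3 12.5 µM, α-KG 25 µM, Fe²⁺, ascorbate, NAD⁺, FDH) was added, and NADH fluorescence change over 30 min gave dose-response curves.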
* marks the source's active call; other numbers are inactive results; i = inactive; u = inconclusive; & = joins results of further samples; [ ] = another dose, or the depositor's remark. Potency is read from the fitted curve at half-maximal effect. Some of the compounds tested; rates above refer to the full screens.

KDM5B inh | SMILES
-16% | O=C(c1c(OCC2CC2)cc(=O)n2c1CCOCC2)N1CCc2ccccc2C1
4% | Cc1cc(F)ccc1NC(=O)C1CCN(c2cnc3ccccc3n2)CC1
-15% | CCC1=Nc2cc(C(=O)NCCc3ccc(OC)c(OC)c3)ccc2Sc2ccccc21
1% | Cc1cccc(NC(=O)N2CCC(CN3CCC(C)CC3)CC2)c1C
u | CC(=O)Nc1ccc(C(=O)N2CCn3c(nnc3C3CCCN3)C2)cc1 (stereo not drawn)
-3% | Cn1nc(-c2ccccc2)cc1NC(=O)Nc1ccc(F)cc1
12% | COc1ccc(NC(=O)C2CCN(C(=O)C3CC(=O)N(c4ccc(C)cc4)C3)CC2)c(OC)c1 (stereo not drawn)
3% | Cc1cc(C)cc(C(=O)NC2CCN(C(=O)c3cc4c(=O)[nH]c(C)cn4n3)CC2)c1
-28% | COc1cccc(C(=O)Oc2c(Sc3ccc(C)cc3)c(C)nn2C(C)(C)C)c1OC
-26% | CCNc1ccc(S(=O)(=O)N(CC)CC)cc1NCC(=O)Nc1ccccc1Cl
-20% | Fc1ccccc1Nc1nc(-c2ccccc2)no1
7% | CCOC(=O)c1c(S(=O)(=O)NCC(=O)NCc2ccc(C)cc2)c(C)n(C)c1C
-1% | CCn1cc(C(=O)N2C[C@@H](COC)[C@H](c3nc(C)no3)C2)cn1
6% | COc1ccc(NC(=O)COC(=O)CN2C(=O)C3CCCCC3C2=O)cc1OC (stereo not drawn)
u | CCOC(=O)c1c(NC(=O)COc2cc(C)ccc2C(C)C)sc(C)c1C
-10% | COc1ccc(NC(=O)CSc2nc(-c3cccs3)ccc2C#N)cc1
-9% | COCCNC(=O)[C@H]1C[C@H](Oc2cccnc2)CN1C(=O)Nc1ccccc1
-19% | CC(=O)c1ccc(NC(=O)Cn2nc(N3CCN(c4ccccc4)CC3)ccc2=O)cc1
-19% | Cc1ccc(C2c3cc(OCc4nc(C(=O)NCC5CC5)co4)ccc3CCN2C(=O)C2CC2)cc1 (stereo not drawn)
-30% | Cc1ccc2cc3cc(C(=O)N4CCN(c5ccccc5)CC4)oc3nc2c1
11% | COc1ccc(OC)c(CNCc2c(C(=O)O)c(C)n(Cc3ccc(F)cc3Cl)c2C)c1
10%[115 µM] | CN(C)CCCC(=O)N1Cc2ccccc2CC2(CCCCN2Cc2ccccc2)C1 (stereo not drawn)
12% | Cc1sc2nc(SCC(=O)N(C)C)[nH]c(=O)c2c1C
18% | Cc1cc(C)cc(N2CCC(N)C2=O)c1 (stereo not drawn)

Grouped by structure, those above with an NH in an aromatic ring (2)
KDM5B inh | SMILES
3% | Cc1cc(C)cc(C(=O)NC2CCN(C(=O)c3cc4c(=O)[nH]c(C)cn4n3)CC2)c1
12% | Cc1sc2nc(SCC(=O)N(C)C)[nH]c(=O)c2c1C

(further entries)
KDM5B inh | SMILES
1% | CC(C)(N)c1cn(C2CCN(Cc3cccn3-c3ncccn3)CC2)nn1
32µM* | Cc1nn(CC(=O)NCC2CCCO2)c(=O)c2nc(-c3ccccc3)sc12 (stereo not drawn)
14% | CCCNC(=S)Nc1ccc(C)cc1
-14% | Cc1ccc(C)c(NC(=O)/C=C/c2cccs2)c1
-26% | O=C1CCN(C(=O)Cc2cccc(F)c2)CCCC(c2nc(-c3cccnc3)no2)CCN1 (stereo not drawn)
-4% | CC(C)Oc1ccc(C(CC(=O)O)NC(=O)c2ccccc2Cl)cc1 (stereo not drawn)
-39% | CCOc1ccccc1NC(=O)CSc1nnc(N)s1
i | CNc1oc(/C=C/c2cc(OC)c(OC)c(OC)c2)nc1C#N
3% | Cc1cccc(NC(=O)CN2C(=O)NC3(CCC(C(C)(C)C)CC3)C2=O)c1C (stereo not drawn)
-15% | CC(=O)Nc1ccc(CN2CCCC3(CC(c4cccc(C(F)(F)F)c4)=NO3)C2)cc1 (stereo not drawn)
-18% | C=CCNc1nc(C2CC2)nc2c1CCN(C(=O)c1cscn1)CC2
22% | COc1ccc2oc(C(=O)Nc3ccccc3OC)cc(=O)c2c1
1% | COc1ccc(Cl)cc1NC(=O)/C(C#N)=C/c1coc2ccccc2c1=O
19% | O=C(N1C[C@@H](CO)[C@H](c2ccncc2)C1)C1(c2ccccc2)CCCC1
19%[86.2 µM] | Cc1cccc(OCC2(CNS(=O)(=O)c3ccc(Cl)cc3)C[C@@H](O)[C@@H](O)C2)n1 (stereo partly drawn)
32µM* | COc1ccc(CC(=O)N2CC[C@@H](CC(=O)O)[C@@H](CC3=NCCc4cc(OC)c(OC)cc43)C2)cc1
u | COc1cccc2c1OCC(CN1CCC3(C1)CN(C)C(=O)O3)=C2 (stereo not drawn)
u | O=C(CCC1N=C2c3ccccc3N=C(SCc3ccc(F)cc3)N2C1=O)NCc1ccc(F)cc1 (stereo not drawn)
17% | COc1ccccc1NC(=O)NOCc1ccccc1
13% | Cc1occc1-c1nnc(SC(C(=O)NCc2ccccc2)C(C)C)o1 (stereo not drawn)
i | CCc1cc(=O)oc2cc(C)cc(OCC(=O)NCCCN3CCOCC3)c12
19% | COCCCNC(=O)CN(C)C(=O)c1cccc(C(F)(F)F)c1
11% | COCCNC(=O)[C@@H]1C[C@H](Oc2cccnc2)CN1C(=O)C(C)C
-1% | N#Cc1ccccc1NC(=O)CSC1=Nc2ccccc2C2CC=NN12 (stereo not drawn)
-23% | CCCN(CCC)CCCNC(=O)Cn1ncc2c3ccccc3n(Cc3ccccc3)c2c1=O
13% | CCN(CC)C(=O)Cn1cc(SCC(=O)Nc2cccc(C)c2)c2ccccc21
23% | O=C(c1ccccc1)c1ccc(OCc2ccc(-c3ccccc3)cc2)cc1
10% | Cc1ccc(C)c(C(=O)NC2C3CC4CC(C3)CC2C4)c1 (stereo not drawn)
u | Cc1cccc2c1-c1sc(C(=O)NCCCN3CCN(c4cccc(Cl)c4)CC3)cc1CO2
u | CN1CCOc2c(C(=O)NCCc3ccccc3)cc(N3CCOCC3)cc21
3%[86.2 µM] | COc1ccc(CNC[C@H]2Cn3cc(-c4ccccc4)nc3CO2)cc1
u | c1ccc(CNc2cc(-c3cc(N4CCCCC4)ncn3)c3cc[nH]c3n2)nc1
11% | CCNC(=O)C12CCCC=C1N(C1CCCC1)C(=O)CC2 (stereo not drawn)
-4% | CCn1ccc(C(=O)N2CC(C(=O)N(C)C)C3(CCOCC3)C2)n1 (stereo not drawn)
17% | CS(=O)(=O)N1CCC(C2CCN(C(=O)COc3ccccc3)C2)CC1 (stereo not drawn)
-24% | COc1ccc(N2CC(NC(=O)COc3ccc(F)cc3)CC2=O)cc1OC (stereo not drawn)
-8% | COc1ccccc1CN1CCNC(=O)C1CC(=O)NCCC1=CCCCC1 (stereo not drawn)
-4% | CCCOc1ccc(-c2nonc2NC(=O)c2cc(OC)c(OC)c(OC)c2)cc1OCCC
-13% | CC(=O)N1CCc2cc(CNC(=O)Nc3ccccc3C(F)(F)F)ccc21
u | COC(=O)[C@@H]1C[C@H](NC(=O)c2cc(OC)nc(OC)n2)CN1C
-6% | OC1(CN2CCN(C/C=C/c3ccccc3)CC2)CNCCOC1 (stereo not drawn)
-24% | CSc1ccc(COC(=O)Cc2c[nH]c3ccccc23)cc1
-40% | CCCCC(=O)OCc1cc(=O)n2nc(C3CCCCC3)sc2n1
30%[activator] | O=C(N/N=C/c1cccs1)c1ccccc1Cl
u | COCC(=O)N1C[C@@H]2C[C@H]1C(=O)N(Cc1ccc(OC(F)(F)F)cc1)c1ccccc1O2
-33% | O=C(c1ccccc1F)N1CCCN(c2cc(-c3ccc(Cl)cc3)[nH]n2)CC1
-9% | CS(=O)(=O)N1CCC(C2CCN(C(=O)c3ccc(F)c(F)c3)C2)CC1 (stereo not drawn)
-4% | NC(=NC(=O)c1cccc(C(F)(F)F)c1)c1ccc(C(F)(F)F)cn1
1% | O=C(Nc1ccccc1)N1CCN(CCc2ccncc2)CC1
-3% | NC(=O)c1c(NC(=O)CN2CCN(C(=O)C3CCCO3)CC2)sc2c1CCC2 (stereo not drawn)
9% | NC(=O)NC(=O)COC(=O)/C=C/c1cccs1
u | Cc1cccc(CCNC(=O)c2nc(-c3ccc(Cl)cc3)n3c2CCCCC3)c1
13% | Cc1ccc(C(=O)NC(Nc2ccc(C)cc2C)C(Cl)(Cl)Cl)cc1 (stereo not drawn)
-9%&10% | Cc1cccc(Oc2nc(-c3ccccn3)nc3ccccc23)c1
15% | CCCCCn1nnnc1C1c2ccccc2OCC(=O)N1Cc1ccco1 (stereo not drawn)
20% | CC(C)Oc1ccc(C(CC(=O)O)c2ccc(F)cc2)cc1 (stereo not drawn)

The listing continues.
KDM5B inh | SMILES
2% | CN(C)CCNC(=O)CN1CCN(C(C(=O)O)c2c[nH]c3cc(Br)ccc23)CC1 (stereo not drawn)
14% | CCSCCNC(=O)c1c(C)noc1-c1ccc(C(C)(C)C)cc1
u | O=C1OC2(CN(c3ccc4c(c3)OCO4)C2)CN1c1ccccc1
-27% | N#Cc1c(SCC(=O)Nc2ccc(Cl)cc2Cl)sc2c(O)cc(=O)[nH]c12
u | CCC(C(=O)NCCc1ccc(SC)cc1)n1nc(C)c2sc3ccccc3c2c1=O (stereo not drawn)
-6% | Cc1c(CNC(=O)c2ccc(C3CCNC3)cc2)oc2ccccc12 (stereo not drawn)
-4% | CCCCCCn1c(SCCC(C)C)nc2c1c(=O)[nH]c(=O)n2C
13%[149 µM] | Cc1ccsc1CN1CCCC2(Cc3ccccc3CNC2=O)C1 (stereo not drawn)
4% | CCOC(=O)C1CCCN(C(=O)c2nn(-c3ccc(C)cc3)c(=O)n(C)c2=O)C1 (stereo not drawn)
28µM* | COc1cccc(C(=O)NCc2nnc3c(-c4nc(C)no4)cccn23)c1
6% | COc1cc(OC)cc(C2NC(=O)NC(C)=C2C(=O)N2CCNC(=O)C2)c1 (stereo not drawn)
u | COc1cccc(-c2noc(-c3ccc(-c4cn[nH]c4)nc3)n2)c1OC
-7% | CC(C)CN1CCN(C(=O)C2CCN(C(=O)N3CC4CC(C3)[C@H]3CCCC(=O)N3C4)CC2)CC1 (stereo partly drawn)
-19% | O=C1NC2(CCCN([S+](=O)([O-])c3ccccc3)C2)Oc2ccccc21 (stereo not drawn)
u | O=S(=O)(Nc1nc2n(n1)C(c1ccc(F)cc1)C=C(c1ccc(Cl)cc1)N2)c1ccccc1 (stereo not drawn)
-10% | O=[S+]([O-])(NCC1CN(Cc2ccc(O)cc2)CC12CN(c1ccccc1)C2)c1ccccc1 (stereo not drawn)
-12% | COCCCNCc1ccc(SC)cc1
27% | Cn1c(=O)c2c(ncn2CC(COCc2ccccc2)OCc2ccccc2)n(C)c1=O (stereo not drawn)
21% | Cc1ccc2[nH]cc(C=O)c2c1
36%[activator] | CN(CC(=O)O)c1ncc(CN2CCn3nc(C(O)CO)cc3C2)cn1 (stereo not drawn)
-14% | CCN(CC)c1ccc(NC(=O)c2cc3ccc(OC)cc3[nH]2)cc1
-9% | Cc1ccc(S(=O)(=O)N2CCC(C(=O)O)CC2)cc1F
-15% | Cc1ccccc1[C@H]1[C@@H](C(=O)NCCn2ccnc2)C[C@@](C)(C(=O)O)N1C
-26% | Cc1cccc(C(=O)N2CCc3cc(CNC(=O)c4ccnn4C)ccc32)c1

7 of the entries above in order of the KDM5B inh value, ascending.
KDM5B inh | SMILES
-26% | Cc1cccc(C(=O)N2CCc3cc(CNC(=O)c4ccnn4C)ccc32)c1
-15% | Cc1ccccc1[C@H]1[C@@H](C(=O)NCCn2ccnc2)C[C@@](C)(C(=O)O)N1C
-14% | CCN(CC)c1ccc(NC(=O)c2cc3ccc(OC)cc3[nH]2)cc1
-12% | COCCCNCc1ccc(SC)cc1
-9% | Cc1ccc(S(=O)(=O)N2CCC(C(=O)O)CC2)cc1F
21% | Cc1ccc2[nH]cc(C=O)c2c1
27% | Cn1c(=O)c2c(ncn2CC(COCc2ccccc2)OCc2ccccc2)n(C)c1=O (stereo not drawn)

(list continues)
KDM5B inh | SMILES
27%[149 µM] | CN1CCC(C(=O)N2Cc3ccccc3CC3(CCCN(C)C3)C2)CC1 (stereo not drawn)
1% | Cc1noc([C@@H]2CN(C(=O)c3ccco3)C[C@H]2COCC2CC2)n1
u | COc1ccc(C2Nc3ccccc3C(=O)N2NS(=O)(=O)c2ccc(C)cc2)c(OC)c1 (stereo not drawn)
u | Cc1cccnc1C(=O)N[C@@H]1CN(C2CCOCC2)C[C@H]1CN(C)C
u | CCOC(=O)C1CCN(C(=O)c2ccc3c(c2)sc2nc(-c4ccc(C)cc4)cn23)CC1
-14%[86.2 µM] | CN(C)c1ccc(CN2C[C@H](O)C[C@H]2c2nc(-c3ccc(C(F)(F)F)cc3)no2)cc1
17% | O=C(Nc1cc(Cl)ccc1F)C1CC(=O)N(C2CCCC2)C1 (stereo not drawn)
-1% | CC(C)c1noc(CC2CCN(C(=O)c3ccsc3)CC2)n1
-13% | CCCCNc1nc(-c2ccc([N+](=O)[O-])cc2)nc2ccccc12
-16% | CN(CC(=O)Nc1ccc(Cl)cc1F)S(=O)(=O)c1ccc2c(c1)n(C)c(=O)c(=O)n2C
u | COc1ccccc1/C=C(\C#N)C(=O)NCC1CCCO1 (stereo not drawn)
-7% | CN1CC2(CCN(C(=O)c3ccc4ccccc4n3)CC2)CC1C(=O)N1CCOCC1 (stereo not drawn)
12%[86.2 µM] | CN1CCN(Cc2nc(C3(O)CCN(C(=O)N4CCOCC4)CC3)cs2)CC1
-28% | COc1ccc(NS(=O)(=O)c2ccc(-c3cc(C(F)(F)F)on3)s2)cc1
u | COc1ccc2oc(-c3ccc(NC(=O)c4ccccc4C)cc3)nc2c1
0% | CCOc1ccc(NC(=O)N2CC(C(=O)N(C)C)C3(CCOCC3)C2)cc1 (stereo not drawn)
-17% | Cc1ccc(-c2cc3ncc4c(n3n2)-c2cc(F)ccc2OC4)cc1
